Source: PubChem BioAssay
EBI2 block = EBI2 (human) antagonism; inhibition, % at 5 µM; actives 0.81% (n = 360,000); AID 651636; EBI2 beta-arrestin recruitment, luminescence, 7a,25-OHC stimulated; P32249; in the data active = inhibition above about 38%;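 also: enzyme fragment complementation signal reports receptor beta-arrestin coupling in cells; 0% = agonist plus DMSO wells and 100% = wells without agonist; some results beyond the cut were filed as inactive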
Target sequence (P32249 whole entry, looked up, the tested form may be a part): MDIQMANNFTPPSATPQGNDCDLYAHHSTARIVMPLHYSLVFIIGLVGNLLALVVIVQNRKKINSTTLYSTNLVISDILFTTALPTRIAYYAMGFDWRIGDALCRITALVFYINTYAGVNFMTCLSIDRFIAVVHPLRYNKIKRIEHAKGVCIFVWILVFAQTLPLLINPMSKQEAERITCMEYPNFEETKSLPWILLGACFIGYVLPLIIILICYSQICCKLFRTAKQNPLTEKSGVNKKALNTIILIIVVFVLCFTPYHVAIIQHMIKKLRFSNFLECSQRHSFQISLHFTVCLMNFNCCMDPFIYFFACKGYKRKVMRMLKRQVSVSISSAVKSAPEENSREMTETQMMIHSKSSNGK
SENP8 block = SENP8 protease inhibition. Q96LD8. AID 2540. purified SENP8, Z-RLRGG-aminoluciferin cleavage, luminescence. actives 1.2% (n = 330,000). inhibition, % at 10 µM
Target sequence (Q96LD8 whole entry, looked up): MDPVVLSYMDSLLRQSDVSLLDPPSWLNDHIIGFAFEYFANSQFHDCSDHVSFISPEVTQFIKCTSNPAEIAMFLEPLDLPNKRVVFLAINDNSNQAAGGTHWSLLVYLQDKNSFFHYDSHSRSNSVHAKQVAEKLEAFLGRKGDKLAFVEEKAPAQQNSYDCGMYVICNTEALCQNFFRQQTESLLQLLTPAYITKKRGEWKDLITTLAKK
697 NFkB inh = lowers PMA/ionomycin-induced NF-kB signal in 697 B cells. inhibition, % at 4 µM. 697 B-cell NF-kB luciferase reporter, 16 h. actives 0.33% (n = 330,000); in the data active = inhibition above about 35%
Gli-Sufu antag = antagonists of Gli-Sufu signaling. actives 0.74% (n = 340,000). AID 588413. inhibition, % at 5 µM. Sufu-KO-LIGHT fibroblasts, Gli luciferase reporter luminescence;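 active = inhibition above about 55%, limit read from the data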;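 also: 0% = DMSO-treated cells and 100% = wells with medium but no cells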
UBC13 polyUb = blocks human UBC13 polyubiquitin chain formation; P61088; TR-FRET; inhibition, % at 20 µM; actives 0.47% (n = 330,000); AID 485273; in the data active = inhibition above about 45%, passing the limit was not always enough
Target sequence (P61088 whole entry, looked up): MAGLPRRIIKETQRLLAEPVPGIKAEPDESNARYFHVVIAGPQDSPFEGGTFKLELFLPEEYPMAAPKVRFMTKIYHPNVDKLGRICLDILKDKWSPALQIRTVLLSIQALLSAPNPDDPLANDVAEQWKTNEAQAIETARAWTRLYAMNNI
Apaf1 inhib = human Apaf-1 inhibition. reconstituted apoptosome caspase-3 activity, DEVD-Rh110 fluorescence. inhibition, % at 20 µM. actives 0.71% (n = 330,000). AID 489030; active = inhibition of at least 40% at 20 µM;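 also: plate controls were DMSO wells for no effect and DEVD-CHO caspase inhibitor wells for full effect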
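Assay system – apoptosome proteins · Medium – Hepes buffer, pH 7.5 · Also added – cytochrome c with DEVD-Rh110 · Timing – 30 min compound preincubation, 50 min activation, room temperature · Detection – Rh110 fluorescence, excitation 480 nm, emission 540 nm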
CCR6 antag = blocks CCL20-driven beta-arrestin recruitment at human CCR6; actives 0.49% (n = 340,000); CHO-K1 CCR6 PathHunter beta-arrestin, luminescence, CCL20-stimulated; inhibition, % at 20 µM; P51684;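 active = compounds whose inhibition of the agonist-driven luminescence signal at 20 µM reaches about 50%, limit read from the data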;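 also: cells stimulated with CCL20 at 14 nM final; plate controls were DMSO with CCL20 for no effect and DMSO without agonist for full effect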
Jurkat NFkB inh = lowers PMA/ionomycin-induced NF-kB signal in Jurkat cells; PMA/ionomycin-induced NF-kB luciferase reporter, luminescence; inhibition, % at 4 µM; actives 0.53% (n = 330,000); AID 435003
* marks the source's active call; other numbers are inactive results; . = not tested or not shown. Rule as the data show it, unless noted: active = inhibition above about 50%; inactive = the rest.

SMILES	EBI2 block	SENP8 block	697 NFkB inh	Gli-Sufu antag	UBC13 polyUb	Apaf1 inhib	CCR6 antag	Jurkat NFkB inh
COc1ccc(CN(C2CC2)S(=O)(=O)c2ccccc2Br)cc1	1	.	13	2	.	20	17	.
COC(=O)CN1C(=O)[C@H]2[C@@H](c3ccc(C)o3)N3C(=O)CN(CCO)C(=O)[C@@]3(C)[C@H]2C1=O	-2	4	-3	-7	0	1	-6	2
O=C(Cc1ccc(Cl)cc1)Nc1cc(Cl)ccn1	0	-5	1	-24	13	7	3	-12
COc1cc(OC)c(C(=O)/C=C/c2ccc(OCc3ccccc3)c(OC)c2)c(OC)c1	18	10	-1	-1	-3	6	9	9
COc1cc(OC)c(C2=NOC(C(=O)Nc3c(C)nn(CC(=O)N4CCCC4)c3C)C2)cc1Cl (stereo not given)	-8	-4	4	2	2	-20	20	-2
Cc1ccc(S(=O)(=O)N2CCN(S(=O)(=O)N3CCOCC3)CC2)cc1C	-2	-13	-11	6	-8	-1	-15	-9
OCC[C@H]1C[C@H](O)[C@@H](O)[C@@]2(CCCc3ccccc3O2)O1	-8	-12	-1	-3	-9	-2	-1	-1
CCN(CC(=O)Nc1cc(Cl)ccc1C)C(=O)c1ccc(N2CCCC2=O)cc1	0	-2	-3	-2	14	29	-1	-2
Cc1ccccc1C(C(=O)NC1CCCC1)N(C(=O)Cc1cccs1)c1ccc2c(c1)OCCO2 (stereo not given)	31	-4	11	-5	-1	2	-8	3
OCCC1CN(Cc2cccn2-c2ncccn2)CCN1Cc1ccccc1 (stereo not given)	7	-8	18	-6	-6	2	11	-4
Cc1nn(CC(=O)NCCc2ccc(Cl)cc2)c(C)c1[N+](=O)[O-]	3	0	4	0	2	6	-4	-11
CSC1=N/C(=C\c2ccccc2F)C(=O)S1	-18	-3	9	20	3	1	19	15
CC1CCN(C(=O)c2ccc(S(=O)(=O)N3CCCC3)cc2)CC1	-3	1	23	1	9	-7	-7	10
Cc1nc(N)sc1C(=O)N/N=C/c1ccccc1[N+](=O)[O-]	-2	5	-66	.	95*	2	.	-76
COc1cccc(NC(=O)Cn2cc(C(=O)C3CC3)c3ccccc32)c1	19	7	9	1	14	20	12	-4
CN(C)CCNC(=O)C(C(=O)c1ccccc1)n1ccccc1=O (stereo not given)	-12	19	10	2	8	-7	7	4
c1ccc(C2=NNC(=NC3CC3)SC2)cc1	-9	94*	-53	28	-8	1	-10	-24
Cc1ccc(-n2c(N)cc(=O)nc2SCC(=O)N2CCN(c3ccccc3)CC2)cc1	12	-4	-25	12	-4	-3	10	-9
O=C(Cn1cnc2c(nnn2Cc2ccc(F)cc2)c1=O)Nc1cccc(F)c1	3	-3	11	20	6	-13	-1	0
CCCCC(=O)Nc1nnc(/C=C/c2ccc(OC)cc2)s1	24	-7	-52	-19	0	2	13	16
O=C(O)CSCc1nc2scc(-c3ccccc3)c2c(=O)[nH]1	4	-4	1	-3	-4	15	8	0
CCc1ccc2nc(NC(=O)Cn3cnc4ccccc4c3=O)sc2c1	-5	1	-19	-16	8	-10	7	-30
COCC(C)n1c(C)cc(C(=O)CN2C(=O)NC(Cc3c[nH]c4ccccc34)C2=O)c1C (stereo not given)	-2	2	11	3	8	-8	7	-5
Cc1ccc(Sc2ccc(CN3CCCC3)cc2[N+](=O)[O-])cc1	-17	-14	-36	45	9	15	28	-22
Cc1ccc(S(=O)(=O)N2CCN(S(=O)(=O)N3CCCCC3)CC2)cc1C	-2	5	10	-10	5	6	-24	3
CCCNc1nc2c(c(=O)n(C)c(=O)n2C)n1Cc1cccc(C)c1	4	2	-9	65*	5	2	19	28
CCOc1ccc(CCNC(=O)COC(=O)COc2cc(C)cc(C)c2)cc1OCC	-4	-8	13	-8	-2	9	-2	8
O=C1CCC/C(=N\NC(=O)c2ccc(COc3cccc4cccnc34)cc2)C1	-9	4	-11	16	2	1	-3	8
Cc1cccnc1NC(=S)Nc1ncccc1C	0	15	-122	1	7	9	4	-104
CCOc1cc(-c2noc(CCC(=O)Nc3cccnc3)n2)ccc1OC	-15	-1	-2	6	5	17	-4	9
COc1ccc(NC(=O)CSc2ccc(NC(C)=O)cc2)cc1S(=O)(=O)N1CCCCC1	-14	-6	1	5	-2	3	8	5
CCOC(=O)c1sc2ncn(CC(=O)NCC3CCCO3)c(=O)c2c1C (stereo not given)	2	6	1	-10	-7	4	-7	-1
Cc1noc(COc2ccccc2OCC(N)=O)c1Cl	-2	0	38*	23	4	-5	-6	-3
COc1ccc(CN2CC(=O)N3[C@H]4c5cc(C)ccc5OC[C@@H]4[C@H](c4ccccc4)[C@]3(C)C2=O)cc1	33	7	19	13	2	17	0	-3
Cc1ccc(S(=O)(=O)Nc2nc(C)c(C(=O)NNS(=O)(=O)c3ccccc3)s2)cc1	-13	4	23	-2	-2	-11	6	-13
O=C1CC(N2CCN(c3ccccc3)CC2)C(=O)N1c1ccc(Cl)cc1 (stereo not given)	-6	-9	-20	0	-5	10	15	-4
O=C(O)C1CC=CCC1C(=O)Nc1ccccc1C(=O)N1CCN(c2ccccc2)CC1 (stereo not given)	3	-1	6	-2	-3	-6	-9	1
CCO[C@@H]1OC(C(=O)N2CCOCC2)=C[C@H](C2CC2)[C@H]1CCCO	-7	-8	5	-17	7	2	-8	-1
Cc1ccc(SCC(=O)NNC(=O)CNC(=O)c2ccc(Br)cc2)cc1	2	-3	9	3	6	3	0	4
Cc1ccc2c(n1)sc1c(-c3ccccc3)c(C#N)c(N)nc12	1	-6	-6	16	29	1	-9	0
CCn1nc(C(=O)OCC(=O)N(CCC#N)c2ccccc2)c2ccccc2c1=O	-27	6	6	4	4	-8	11	4
CC(C)NC(=O)c1nn(C)c2ccccc12	-4	1	-5	4	2	-17	-19	-4
Nc1ccccc1SCC(=O)Nc1nc(-c2ccccc2)cs1	-6	-8	47*	1	15	2	7	23
COc1ccc(OCCOC(=O)CNC(=O)c2ccc(Cl)cc2Cl)cc1	11	-6	7	-7	-5	5	16	-13
O=C(O)c1ccccc1C(=O)NCc1ccc(F)cc1	1	-8	6	-1	-4	-5	-5	7
CCOC(=O)C(Cc1ccccc1)NC(C)=O (stereo not given)	-1	-3	10	4	2	-2	-2	-4
O=C(CSc1ncn[nH]1)NC12CC3CC(CC(C3)C1)C2	-13	-5	0	6	-2	13	-21	-7
Cc1ccc(-c2cc(C(=O)O)c3sc(N4CCCCC4)nc3n2)cc1	-4	-5	18	-1	24	25	7	-13
CCOc1cc(S(=O)(=O)NCCc2cccc(C)c2)c(OCC)cc1-n1cnnn1	0	-4	11	6	16	4	15	14
Cc1cc(NC(=O)CSc2nnnn2C2CCCC2)no1	-6	9	5	-13	7	-9	23	5
O=c1cc(O)nc(SCc2ccccc2)n1-c1ccc(F)cc1	-9	2	9	-1	-12	13	4	-1
CCOc1ccccc1-n1c(SC(C)C(=O)NCC2CCCO2)nc2ccccc2c1=O (stereo not given)	1	3	22	15	7	-3	16	4
Cc1ccc(S(=O)(=O)NC(=O)Nc2ccc(OC(F)F)cc2)cc1	-5	5	1	2	1	-18	7	-9
CC(C)COc1ccc(C(=O)Nc2scc(-c3ccc(Cl)cc3Cl)c2C(N)=O)cc1	7	-13	3	19	29	45*	6	16
COc1ccc(-n2nnnc2CNC(=O)c2ccc3c(c2)OCO3)cc1	7	-7	-5	-7	-4	11	8	17
CC(=O)NC1=NN(C(C)=O)C(C)(c2cccs2)S1 (stereo not given)	6	2	26	-4	-2	6	-8	44
CCN(CC)CCC(c1ccc(N(C)C)cc1)c1c(O)cc(OC)cc1OC (stereo not given)	-8	-12	9	10	14	10	5	4
CCC(Oc1ccccc1)C(=O)NC1C(=O)N2C1SC(C)(C)C2C(=O)O (stereo not given)	-7	-1	6	10	-7	0	-2	13
Cc1ccc(S(=O)(=O)NC(=O)COc2cc(C)ccc2C(C)C)cc1	1	5	19	-1	-4	1	-11	4
CN1CCC(=NNC(=O)C(=O)NC(C)(C)C)CC1	-4	-5	14	1	5	-19	7	-11

Compounds listed so far containing a cyano group:
SMILES	EBI2 block	SENP8 block	697 NFkB inh	Gli-Sufu antag	UBC13 polyUb	Apaf1 inhib	CCR6 antag	Jurkat NFkB inh
Cc1ccc2c(n1)sc1c(-c3ccccc3)c(C#N)c(N)nc12	1	-6	-6	16	29	1	-9	0
CCn1nc(C(=O)OCC(=O)N(CCC#N)c2ccccc2)c2ccccc2c1=O	-27	6	6	4	4	-8	11	4

More structures
SMILES	EBI2 block	SENP8 block	697 NFkB inh	Gli-Sufu antag	UBC13 polyUb	Apaf1 inhib	CCR6 antag	Jurkat NFkB inh
O=C(CSc1n[nH]c(-c2cccs2)n1)NCc1ccc2c(c1)OCO2	-1	7	19	3	3	-2	-2	-4
O=C1CCC(Cc2ccccc2)N1 (stereo not given)	-1	-4	-4	1	-3	-31	-1	2
Cc1ccc(CN2CCN(/N=C/c3ccc(C)s3)CC2)cc1	-1	-2	10	3	11	4	-6	10
CC(OC(=O)c1ccc(Cl)nc1)C(=O)NC(C)(C)C (stereo not given)	-5	-1	-11	-4	2	-13	11	0
CC(C)(C)NC(=O)COC(=O)c1ccc(Cl)c(S(N)(=O)=O)c1	1	-2	10	-1	-3	2	-7	4
COc1ccc(C2(O)CCN(Cc3nnnn3Cc3ccc(C)cc3)CC2)cc1	2	-13	-27	-3	2	3	-3	-22

Part of the list above, with values under each structure:
Fields: EBI2 block | SENP8 block | 697 NFkB inh | Gli-Sufu antag | UBC13 polyUb | Apaf1 inhib | CCR6 antag | Jurkat NFkB inh
> Cc1cc(NC(=O)CSc2nnnn2C2CCCC2)no1
  -6 | 9 | 5 | -13 | 7 | -9 | 23 | 5
> O=c1cc(O)nc(SCc2ccccc2)n1-c1ccc(F)cc1
  -9 | 2 | 9 | -1 | -12 | 13 | 4 | -1
> CCOc1ccccc1-n1c(SC(C)C(=O)NCC2CCCO2)nc2ccccc2c1=O (stereo not given)
  1 | 3 | 22 | 15 | 7 | -3 | 16 | 4
> Cc1ccc(S(=O)(=O)NC(=O)Nc2ccc(OC(F)F)cc2)cc1
  -5 | 5 | 1 | 2 | 1 | -18 | 7 | -9
> CC(C)COc1ccc(C(=O)Nc2scc(-c3ccc(Cl)cc3Cl)c2C(N)=O)cc1
  7 | -13 | 3 | 19 | 29 | 45* | 6 | 16
> COc1ccc(-n2nnnc2CNC(=O)c2ccc3c(c2)OCO3)cc1
  7 | -7 | -5 | -7 | -4 | 11 | 8 | 17
> CC(=O)NC1=NN(C(C)=O)C(C)(c2cccs2)S1 (stereo not given)
  6 | 2 | 26 | -4 | -2 | 6 | -8 | 44
> CCN(CC)CCC(c1ccc(N(C)C)cc1)c1c(O)cc(OC)cc1OC (stereo not given)
  -8 | -12 | 9 | 10 | 14 | 10 | 5 | 4
> CCC(Oc1ccccc1)C(=O)NC1C(=O)N2C1SC(C)(C)C2C(=O)O (stereo not given)
  -7 | -1 | 6 | 10 | -7 | 0 | -2 | 13
> Cc1ccc(S(=O)(=O)NC(=O)COc2cc(C)ccc2C(C)C)cc1
  1 | 5 | 19 | -1 | -4 | 1 | -11 | 4
> CN1CCC(=NNC(=O)C(=O)NC(C)(C)C)CC1
  -4 | -5 | 14 | 1 | 5 | -19 | 7 | -11
> O=C(CSc1n[nH]c(-c2cccs2)n1)NCc1ccc2c(c1)OCO2
  -1 | 7 | 19 | 3 | 3 | -2 | -2 | -4
> O=C1CCC(Cc2ccccc2)N1 (stereo not given)
  -1 | -4 | -4 | 1 | -3 | -31 | -1 | 2
> Cc1ccc(CN2CCN(/N=C/c3ccc(C)s3)CC2)cc1
  -1 | -2 | 10 | 3 | 11 | 4 | -6 | 10
> CC(OC(=O)c1ccc(Cl)nc1)C(=O)NC(C)(C)C (stereo not given)
  -5 | -1 | -11 | -4 | 2 | -13 | 11 | 0
> CC(C)(C)NC(=O)COC(=O)c1ccc(Cl)c(S(N)(=O)=O)c1
  1 | -2 | 10 | -1 | -3 | 2 | -7 | 4
> COc1ccc(C2(O)CCN(Cc3nnnn3Cc3ccc(C)cc3)CC2)cc1
  2 | -13 | -27 | -3 | 2 | 3 | -3 | -22

Some of the compounds tested; count on the stated rates, not on these rows.
